# Compound activity deposited in PubChem BioAssay by several laboratories.
# STEP inh = STEP phosphatase inhibitors, primary screen, biochemical, fluorescence intensity, uHTS; Tyrosine-protein phosphatase non-receptor type 5 (Homo sapiens), P54829; recombinant STEP, OMFP fluorogenic substrate; inhibition, % at 20 µM; 0.25% of 360,000 active; AID 588621, 2011;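 active = inhibition at 20 µM, scaled per plate between control wells, above about 37%, limit read from the data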;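 also: 0% = DMSO with enzyme and substrate and 100% = substrate only without enzyme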
#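 Test system: STEP tyrosine phosphatase / Reagent: OMFP at 25 µM / Doses: 20 µM, 1% DMSO / Read-out: percent inhibition scaled to no-enzyme and uninhibited-enzyme controls, plate-pattern corrected / Detection: FITC-channel fluorescence of OMFP product / Medium: Bis-Tris buffer pH 6.0, 2.5 mM DTT, 0.005% Tween 20 / Schedule: 20 min at room temperature, dark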
# Neddylation inh = inhibitors of cullin neddylation, primary screen, biochemical, TR-FRET, uHTS, NAE and Ubc12; NEDD8-conjugating enzyme Ubc12 (Homo sapiens) + NEDD8-activating enzyme E1 regulatory …; calls only at 25 µM; 0.58% of 360,000 active; AID 651699, 2012; in the data active = inhibition above about 36%
# CSN deneddyl inh = inhibitors of CSN-mediated cullin deneddylation, primary screen, biochemical, fluorescence polarization, uHTS. COP9 signalosome complex subunit 5 (Homo sapiens), Q92905. Purified CSN, SCF-Nedd8-OG deneddylation. inhibition, % at 12.5 µM. 0.38% of 360,000 active. AID 651999, 2013;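 active = pattern-corrected inhibition above about 35%, with an unprinted fluorescence ratio check between 0.5 and 1.5, limit read from the data, passing the limit was not always enough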;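 also: 0% = enzyme with substrate and 100% = substrate without enzyme; some results filed as inactive read as strong as hits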
#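 Material: human Csn5 produced in HEK293T cells; Input: enzyme 0.24 nM; Reagent: SCFSkp2-Nedd8OG substrate at 10 nM final; Dosing: 12.5 µM compound; Incubation: 90 min reaction at room temperature; Detection: fluorescence polarization of the substrate; Evaluation: % inhibition of substrate cleavage by Csn5; Control set: substrate-only high control, full reaction low control.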
# LMPTP inh = LMPTP phosphatase inhibitors, primary screen, biochemical, fluorescence intensity, uHTS. AID 651560, 2012. recombinant LMPTP-A, OMFP fluorogenic substrate. inhibition, % at 20 µM. 0.22% of 360,000 active;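 active = compounds that cut the enzyme signal by at least half of the control window in the single-dose screen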;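 also: plate controls were DMSO wells with enzyme plus substrate for no effect and substrate without enzyme for full effect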
#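 material = LMPTP-A | quantity = 0.625 nM enzyme | reagent = OMFP substrate, 400 µM final | buffer or medium = Bis-Tris pH 6.0, DTT, detergent | detection = endpoint fluorescence intensity from OMFP dephosphorylation | dosing = single 20 µM dose | read-out basis = % inhibition relative to no-enzyme and uninhibited control wells | control set = no-enzyme and uninhibited controls | timing = 50 min at room temperature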
# Scp-1 inhibitor = Scp-1 phosphatase inhibitors, primary screen, biochemical, colorimetric, uHTS. Recombinant Scp1, phosphopeptide, malachite green phosphate absorbance. Carboxy-terminal domain RNA polymerase II polypeptide A small phosphatase 1 (Homo …. AID 493091, 2011. inhibition, % at 20 µM. 0.88% of 340,000 active;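 active = inhibition above about 50% at 20 µM, limit read from the data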;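 also: plate controls were DMSO wells with enzyme for no effect and wells lacking enzyme for full effect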
#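 assay system = SCP-1 phosphatase catalytic domain, residues 76-261 | buffer or medium = 50 mM Tris acetate pH 5.5, 0.005% Tween-20, 10 mM MgCl2 | incubation = enzyme reaction 45 min at room temperature, colour 5 min, stabilisation 30 min | signal = Phosphate-binding colour reagent, absorbance read at 630 nm | measure = % inhibition at 20 µM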
# Rpn11 inh = Rpn11 (PSMD14) deubiquitinase inhibitors, primary screen, biochemical, fluorescence polarization, uHTS | human 26S proteasome, Ub4-pepOG fluorescence polarization; 20S core pre-blocked with epoxomicin | 26S proteasome non-ATPase regulatory subunit 14 (Homo sapiens), O00487 | 0.59% of 360,000 active | calls only at 20 µM | AID 588493, 2011;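 active = inhibition at 20 µM, scaled to each plate's controls, above about 33%, limit read from the data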
# Rin1-Abl PPI inh = inhibitors of Rin1-Abl protein binding, primary screen, biochemical, TR-FRET; Tyrosine-protein kinase ABL1 (Homo sapiens) + Ras and Rab interactor 1 (Homo sapiens), …; AID 588664, 2011; 0.4% of 360,000 active; inhibition, % at 7.35 µM; in the data active = inhibition above about 5%, passing the limit was not always enough
# Target sequence (P00519 whole entry, looked up): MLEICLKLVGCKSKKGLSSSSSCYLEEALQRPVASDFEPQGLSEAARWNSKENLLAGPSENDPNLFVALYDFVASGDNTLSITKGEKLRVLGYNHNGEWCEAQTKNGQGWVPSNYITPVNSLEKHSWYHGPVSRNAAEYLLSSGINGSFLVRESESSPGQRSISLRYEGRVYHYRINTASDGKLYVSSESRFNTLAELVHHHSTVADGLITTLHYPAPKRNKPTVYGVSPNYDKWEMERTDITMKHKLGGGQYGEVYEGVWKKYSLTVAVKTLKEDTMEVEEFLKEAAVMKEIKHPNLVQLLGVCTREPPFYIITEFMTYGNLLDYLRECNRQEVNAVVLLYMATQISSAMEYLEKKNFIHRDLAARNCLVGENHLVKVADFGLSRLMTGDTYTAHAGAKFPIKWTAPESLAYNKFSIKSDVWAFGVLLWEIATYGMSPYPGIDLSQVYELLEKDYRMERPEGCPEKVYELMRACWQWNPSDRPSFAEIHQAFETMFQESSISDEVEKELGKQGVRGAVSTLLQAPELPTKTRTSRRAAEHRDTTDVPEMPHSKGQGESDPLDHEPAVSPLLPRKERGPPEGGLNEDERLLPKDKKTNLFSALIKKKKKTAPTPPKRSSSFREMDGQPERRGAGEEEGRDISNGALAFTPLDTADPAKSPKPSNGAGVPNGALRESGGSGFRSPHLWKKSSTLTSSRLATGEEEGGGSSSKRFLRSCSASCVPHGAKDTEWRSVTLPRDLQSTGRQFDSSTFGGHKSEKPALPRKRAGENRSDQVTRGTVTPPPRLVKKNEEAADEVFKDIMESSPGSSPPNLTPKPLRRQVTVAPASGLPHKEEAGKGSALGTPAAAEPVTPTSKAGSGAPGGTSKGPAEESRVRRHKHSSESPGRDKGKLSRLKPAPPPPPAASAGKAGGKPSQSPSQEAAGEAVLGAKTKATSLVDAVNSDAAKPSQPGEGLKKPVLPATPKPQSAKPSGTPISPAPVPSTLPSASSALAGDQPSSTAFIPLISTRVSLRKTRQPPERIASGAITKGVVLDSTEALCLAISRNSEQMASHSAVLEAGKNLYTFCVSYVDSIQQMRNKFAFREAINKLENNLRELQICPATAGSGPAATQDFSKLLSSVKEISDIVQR
# Target sequence (Q13671 whole entry, looked up): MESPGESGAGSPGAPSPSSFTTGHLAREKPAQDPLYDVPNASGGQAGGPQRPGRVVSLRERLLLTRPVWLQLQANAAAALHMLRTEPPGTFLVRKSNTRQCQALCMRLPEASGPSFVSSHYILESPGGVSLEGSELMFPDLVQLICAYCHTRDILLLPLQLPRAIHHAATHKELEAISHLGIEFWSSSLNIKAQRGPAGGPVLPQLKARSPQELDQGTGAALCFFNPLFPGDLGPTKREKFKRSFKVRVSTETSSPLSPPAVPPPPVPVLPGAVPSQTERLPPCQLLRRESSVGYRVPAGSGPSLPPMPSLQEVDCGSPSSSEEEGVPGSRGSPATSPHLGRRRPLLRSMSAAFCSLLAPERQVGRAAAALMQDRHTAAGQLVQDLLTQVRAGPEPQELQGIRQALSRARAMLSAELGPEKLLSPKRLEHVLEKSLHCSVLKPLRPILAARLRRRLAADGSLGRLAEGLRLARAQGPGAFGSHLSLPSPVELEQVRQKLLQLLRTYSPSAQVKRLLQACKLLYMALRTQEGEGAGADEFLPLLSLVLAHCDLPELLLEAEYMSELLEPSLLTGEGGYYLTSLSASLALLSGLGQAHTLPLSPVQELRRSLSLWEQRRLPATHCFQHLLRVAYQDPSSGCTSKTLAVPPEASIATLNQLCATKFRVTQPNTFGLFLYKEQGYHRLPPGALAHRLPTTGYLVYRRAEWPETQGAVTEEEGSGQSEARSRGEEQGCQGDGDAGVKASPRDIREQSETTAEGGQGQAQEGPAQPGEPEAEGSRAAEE
# SUMO1-SIM PPI = modulators of SUMO1 protein-protein interactions, primary screen, biochemical, uHTS | inhibition, % at 20 µM | SUMO1 binding to a labelled peptide, TR-FRET, 1 h | AID 602429, 2012 | 0.33% of 360,000 active | Small ubiquitin-related modifier 1 (Homo sapiens), P63165; in the data active = inhibition above about 37%
# DNMT1 inh = human DNMT1 methyltransferase inhibitors, primary screen, biochemical, molecular beacon, fluorescence, HinP1I cleavage, uHTS; inhibition (reported as % activation of signal), % at 10 µM; 0.83% of 360,000 active; in the data active = inhibition above about 50%
# NadD inh = inhibitors of S. aureus NadD, primary screen, biochemical, colorimetric, uHTS. 0.78% of 360,000 active. Nicotinate-nucleotide adenylyltransferase NadD (Staphylococcus aureus N315). inhibition, % at 20 µM. AID 602399, 2012. purified NadD enzyme, colorimetric absorbance read-out; in the data active = inhibition above about 26%; also: some compounds past the cut are filed as inactive
# Numbers without * were called inactive; i = inactive; / = not tested or not shown; + = active, no number. Compounds were not picked by outcome; any-hit rate near 3.8%.
SMILES,STEP inh,Neddylation inh,CSN deneddyl inh,LMPTP inh,Scp-1 inhibitor,Rpn11 inh,Rin1-Abl PPI inh,SUMO1-SIM PPI,DNMT1 inh,NadD inh
COc1ccc(NS(=O)(=O)c2cc(NC(=O)c3nn(C)c(=O)c4ccccc34)ccc2OC)cc1,-2,i,0,3.4,-14,i,0,4,-19,-9
CCc1nc2c(OCc3ccc(F)c(F)c3)cccn2c1N(C)C(=O)C(C)C,0,i,1,-2.8,/,i,3,-8,6,-1
Cc1ccc(S(=O)(=O)N2[C@@H](c3ccc(Cl)cc3)C(C(=O)O)=CC[C@H]2c2cccc(Cl)c2)cc1,-1,i,4,-0.6,-5,i,1,14,2,4
CC(C)CNS(=O)(=O)c1ccc(CCC(=O)N2CCN(c3ccccc3)CC2)cc1,-5,i,-3,0.7,0,i,4,3,9,-2
CC(C)(C)NC(=O)CN(Cc1ccc(F)cc1)C(=O)Cn1nnc(-c2ccc(F)cc2)n1,0,i,0,1.3,-6,i,-1,5,0,-2
CCN(CC(=O)NCc1cccs1)C(=O)COc1ccccc1C#N,-4,i,3,-0.9,-6,i,0,6,-1,-3
COC(=O)[C@@H]1C(c2c(OC)cc(OC)cc2OC)=NO[C@H]1C(=O)OC,-1,i,4,-0.6,-5,i,3,3,8,-3
CC12CCC(=O)N1C(C(=O)N1CCN(c3ccc([N+](=O)[O-])cc3)CC1)CS2 (configuration not stated),1,i,4,-3.5,-5,i,-5,-37,-3,-3
C/C(Cc1ccccc1)=N\NC(=O)CNC(=O)c1ccccc1Cl,2,i,-1,0.5,-4,i,1,0,-3,1
COc1ccc(CCn2c(C)cc(C(=O)CCl)c2C)cc1OC,-2,i,-4,0.0,-5,i,2,2,3,-11
Cc1ccc(S(=O)(=O)N2CCCCC2)cc1NC(=O)Cc1c[nH]c2ccccc12,1,i,4,0.8,-10,i,-4,-4,-10,2
COc1ccc(C(=O)COC(=O)c2ccc(Cl)nc2)cc1OC,-1,i,-2,-0.7,-1,i,-3,1,7,-5
Cc1cc(C=O)c(C)n1-c1ccc(N2CCOCC2)c([N+](=O)[O-])c1,-2,i,-10,2.1,5,i,-1,-13,-9,-1
COc1cc(/C=C/C(=O)O)cc(S(=O)(=O)NNC(=O)c2ccc3c(c2)OCO3)c1OC,-4,i,-4,-1.7,-4,i,1,-2,2,5
COc1ccc(CCCNC(=O)CC#N)cc1OC,0,i,0,-2.3,-12,i,1,-3,4,-1
CCOCC(=O)Nc1c(C(=O)N2CCN(c3ncccn3)CC2)oc2ccccc12,-1,i,-3,0.2,-2,i,2,-3,-1,0
COc1cc(/C=N/NC(=O)c2cc(C)oc2C)ccc1OCc1ccccc1,0,i,5,2.4,-10,i,3,-4,-3,-4
C=CCn1c(N)c(C(=O)N2CCOCC2)sc1=S,0,i,5,0.7,-5,i,0,-10,4,-3
CCCc1cc(=O)c2ccc(OCC(C)=O)cc2o1,2,i,2,-0.6,-7,i,0,1,4,-2
O=C(/C=C/c1cccc(F)c1)OCC(=O)N1CCc2ccccc21,-2,i,-4,-0.7,-13,i,4,-4,0,-2

# Record cards (already shown).
# Record of CCc1nc2c(OCc3ccc(F)c(F)c3)cccn2c1N(C)C(=O)C(C)C = STEP inh: 0; Neddylation inh: i; CSN deneddyl inh: 1; LMPTP inh: -2.8; Scp-1 inhibitor: /; Rpn11 inh: i; Rin1-Abl PPI inh: 3; SUMO1-SIM PPI: -8; DNMT1 inh: 6; NadD inh: -1
# Record of Cc1cc(C=O)c(C)n1-c1ccc(N2CCOCC2)c([N+](=O)[O-])c1 = STEP inh: -2; Neddylation inh: i; CSN deneddyl inh: -10; LMPTP inh: 2.1; Scp-1 inhibitor: 5; Rpn11 inh: i; Rin1-Abl PPI inh: -1; SUMO1-SIM PPI: -13; DNMT1 inh: -9; NadD inh: -1

# The list goes on:
SMILES,STEP inh,Neddylation inh,CSN deneddyl inh,LMPTP inh,Scp-1 inhibitor,Rpn11 inh,Rin1-Abl PPI inh,SUMO1-SIM PPI,DNMT1 inh,NadD inh
O=c1[nH]c2ccc(NS(=O)(=O)c3ccc(F)c(Cl)c3)cc2[nH]1,-1,i,6,-1.5,-2,i,-2,5,-3,-12
COc1ccccc1CCc1nnc(CCC(=O)N(C)Cc2ccncc2C)o1,-3,i,-1,-1.7,-6,i,8,-6,3,-2
COc1ccccc1N1CCN(Cc2cc(=O)c(OCC(=O)Nc3ccccc3)co2)CC1,-4,i,6,-0.5,9,i,0,4,-5,-7
CC1=C(C(=O)N2CCOCC2)C(c2ccccc2F)NC(=O)N1 (configuration not stated),-1,i,-7,-1.7,-3,i,0,-1,4,3
COc1ccc(-c2ccc(C#N)c(SCC(=O)Nc3sc4c(c3C#N)CCC4)n2)cc1OC,1,i,121,-0.8,-1,+,4,2,61*,25
COc1c(Br)cc(Br)cc1C(=O)O,1,i,1,-1.6,-7,i,3,-4,1,-2
S=C(NCc1ccco1)Nc1cccc(Cl)c1Cl,1,i,2,-1.1,-31,i,-3,6,0,1
COc1ccc(NC(=O)c2cc(-c3ccccc3)nc3c2cnn3C(C)C)c(OC)c1,4,i,-4,4.0,-14,i,1,-1,-2,-9
C/C(=C\C(=O)O)CC(=O)O,0,i,0,-0.4,-5,i,-2,-2,2,-3
Cc1ccc(NC(=O)c2cc(-c3ccco3)nc3ccccc23)cc1S(=O)(=O)N1CCOCC1,0,i,37*,13,65*,i,3,1,68*,63*
CCCCCC(=O)N1C[C@@H](O)[C@H](n2cc(C3CC3)nn2)C[C@@H]1c1ccc(OC)cc1,-1,i,3,-2.6,/,i,0,2,2,-6
COc1ccc2cc(C(c3nnnn3C3CCCC3)N3CCc4ccccc4C3)c(=O)[nH]c2c1 (configuration not stated),-4,i,0,-0.6,-2,i,-1,-19,-10,0
Cc1cc(N2CCN(C)CC2)nc2ccc(NC(=S)N3CCOCC3)cc12,1,i,-1,1.0,-14,i,-3,0,1,-4
Cc1ccc(S(=O)(=O)N(C)C[C@@H]2Oc3ccc(NC(=O)CCC(F)(F)F)cc3CC(=O)N([C@@H](C)CO)C[C@@H]2C)cc1,0,i,1,0.3,-3,i,-3,-6,1,-6
COC(=O)c1ccc(C2C(C(=O)Nc3ccc(C)cc3C)=C(C)Nc3ncnn32)cc1 (configuration not stated),-1,i,6,-1.7,-7,i,2,0,3,-6
COc1ccc(OC)c(NC(=O)Cn2c(=O)oc3ccccc32)c1,0,i,-3,-0.4,-2,i,-2,-2,-1,0
CS(=O)(=O)N1CCC(C(=O)Nc2ccccc2Cl)CC1,-2,i,4,0.4,-5,i,1,11,3,9
CN(C)CCn1c2c(c(SCC(=O)Nc3ccc4c(c3)OCCO4)nc1=O)CCC2,0,i,-4,0.7,-4,i,3,2,1,-5
O=C(CSc1nc2ccc(Cl)cc2[nH]1)NC1CCCC1,4,i,-2,1.4,16,i,3,3,13,-1
CCc1ccc(N(C(=O)c2snc(C(N)=O)c2N)C(C(=O)NCCC(C)C)c2c[nH]c3ccccc23)cc1 (configuration not stated),1,i,-4,2.6,-7,i,-2,-3,18,24

# Given as tab-separated lines: entries from further up
canonical_smiles	STEP inh	Neddylation inh	CSN deneddyl inh	LMPTP inh	Scp-1 inhibitor	Rpn11 inh	Rin1-Abl PPI inh	SUMO1-SIM PPI	DNMT1 inh	NadD inh
COc1ccc(CCn2c(C)cc(C(=O)CCl)c2C)cc1OC	-2	i	-4	0.0	-5	i	2	2	3	-11
Cc1ccc(S(=O)(=O)N2CCCCC2)cc1NC(=O)Cc1c[nH]c2ccccc12	1	i	4	0.8	-10	i	-4	-4	-10	2
CC(C)(C)NC(=O)CN(Cc1ccc(F)cc1)C(=O)Cn1nnc(-c2ccc(F)cc2)n1	0	i	0	1.3	-6	i	-1	5	0	-2
CN(C)CCn1c2c(c(SCC(=O)Nc3ccc4c(c3)OCCO4)nc1=O)CCC2	0	i	-4	0.7	-4	i	3	2	1	-5
S=C(NCc1ccco1)Nc1cccc(Cl)c1Cl	1	i	2	-1.1	-31	i	-3	6	0	1

# Going on with the list.
SMILES,STEP inh,Neddylation inh,CSN deneddyl inh,LMPTP inh,Scp-1 inhibitor,Rpn11 inh,Rin1-Abl PPI inh,SUMO1-SIM PPI,DNMT1 inh,NadD inh
CCOc1ccc(NC(=O)NC2CCOC(C)(C)C2)cc1 (configuration not stated),-1,i,-3,2.2,3,i,-1,-1,-1,1
COCCNC(=O)C(c1ccc(F)cc1)N(CCOC)C(=O)CCC(=O)Nc1nccs1 (configuration not stated),0,i,0,-0.4,23,i,-4,0,-1,0
COc1cccc(OC)c1C(=O)Nc1cccc(-c2nc3ccccc3[nH]2)c1,0,i,0,3.7,-3,i,-1,5,-5,6
COc1ccc(CCNC(=O)c2cc(-c3ccccc3OC)on2)cc1OC,-4,i,2,1.3,-11,i,3,2,-2,-11
CN(c1ccccc1C(=O)NC1CC2CCC1C2)S(=O)(=O)c1ccccc1 (configuration not stated),-2,i,-11,-1.8,-1,i,-2,0,5,-5
Cn1c(CN2CCN(C(=O)c3ccccc3Cl)CC2)nc2cc([N+](=O)[O-])ccc21,-1,i,6,-0.3,1,i,2,0,2,-2
O=C(CSc1nc2c(c(=O)n1-c1ccc(Cl)cc1)SCC2)N1CCCC1,0,i,-1,-1.2,-3,i,0,-18,1,-4
Cc1ccc(NC(=O)CCN2CCC(Cc3ccccc3)CC2)cc1,0,i,3,-1.2,-3,i,1,4,0,-12
CC1=C/C(=N\NC(=S)NCc2ccccc2)CC1,3,i,2,0.1,-6,i,-2,-4,0,8
Nc1c(C(=O)OCC(=O)Nc2ccccc2Br)[nH]c(=O)[nH]c1=O,1,i,-3,2.0,2,i,-1,-21,3,1
